Pf apPOL block = Pf-apPOL DNA polymerase inhibition; Recombinant Pf-apPOL, molecular beacon fluorescence, 1.5 h; inhibition, % at 10 µM; actives 0.25% (n = 210,000); AID 1794808
mHTT-CaM PPI inh = mHTT-calmodulin interaction abrogation | actives 3.6% (n = 190,000) | AlphaScreen His-mHTT/GST-CaM binding, luminescence | P42858 | inhibition, % at 15 µM;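 further: 0% = both proteins with DMSO and 100% = one protein alone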
Target sequence (P42858 whole entry, looked up, stated change not applied): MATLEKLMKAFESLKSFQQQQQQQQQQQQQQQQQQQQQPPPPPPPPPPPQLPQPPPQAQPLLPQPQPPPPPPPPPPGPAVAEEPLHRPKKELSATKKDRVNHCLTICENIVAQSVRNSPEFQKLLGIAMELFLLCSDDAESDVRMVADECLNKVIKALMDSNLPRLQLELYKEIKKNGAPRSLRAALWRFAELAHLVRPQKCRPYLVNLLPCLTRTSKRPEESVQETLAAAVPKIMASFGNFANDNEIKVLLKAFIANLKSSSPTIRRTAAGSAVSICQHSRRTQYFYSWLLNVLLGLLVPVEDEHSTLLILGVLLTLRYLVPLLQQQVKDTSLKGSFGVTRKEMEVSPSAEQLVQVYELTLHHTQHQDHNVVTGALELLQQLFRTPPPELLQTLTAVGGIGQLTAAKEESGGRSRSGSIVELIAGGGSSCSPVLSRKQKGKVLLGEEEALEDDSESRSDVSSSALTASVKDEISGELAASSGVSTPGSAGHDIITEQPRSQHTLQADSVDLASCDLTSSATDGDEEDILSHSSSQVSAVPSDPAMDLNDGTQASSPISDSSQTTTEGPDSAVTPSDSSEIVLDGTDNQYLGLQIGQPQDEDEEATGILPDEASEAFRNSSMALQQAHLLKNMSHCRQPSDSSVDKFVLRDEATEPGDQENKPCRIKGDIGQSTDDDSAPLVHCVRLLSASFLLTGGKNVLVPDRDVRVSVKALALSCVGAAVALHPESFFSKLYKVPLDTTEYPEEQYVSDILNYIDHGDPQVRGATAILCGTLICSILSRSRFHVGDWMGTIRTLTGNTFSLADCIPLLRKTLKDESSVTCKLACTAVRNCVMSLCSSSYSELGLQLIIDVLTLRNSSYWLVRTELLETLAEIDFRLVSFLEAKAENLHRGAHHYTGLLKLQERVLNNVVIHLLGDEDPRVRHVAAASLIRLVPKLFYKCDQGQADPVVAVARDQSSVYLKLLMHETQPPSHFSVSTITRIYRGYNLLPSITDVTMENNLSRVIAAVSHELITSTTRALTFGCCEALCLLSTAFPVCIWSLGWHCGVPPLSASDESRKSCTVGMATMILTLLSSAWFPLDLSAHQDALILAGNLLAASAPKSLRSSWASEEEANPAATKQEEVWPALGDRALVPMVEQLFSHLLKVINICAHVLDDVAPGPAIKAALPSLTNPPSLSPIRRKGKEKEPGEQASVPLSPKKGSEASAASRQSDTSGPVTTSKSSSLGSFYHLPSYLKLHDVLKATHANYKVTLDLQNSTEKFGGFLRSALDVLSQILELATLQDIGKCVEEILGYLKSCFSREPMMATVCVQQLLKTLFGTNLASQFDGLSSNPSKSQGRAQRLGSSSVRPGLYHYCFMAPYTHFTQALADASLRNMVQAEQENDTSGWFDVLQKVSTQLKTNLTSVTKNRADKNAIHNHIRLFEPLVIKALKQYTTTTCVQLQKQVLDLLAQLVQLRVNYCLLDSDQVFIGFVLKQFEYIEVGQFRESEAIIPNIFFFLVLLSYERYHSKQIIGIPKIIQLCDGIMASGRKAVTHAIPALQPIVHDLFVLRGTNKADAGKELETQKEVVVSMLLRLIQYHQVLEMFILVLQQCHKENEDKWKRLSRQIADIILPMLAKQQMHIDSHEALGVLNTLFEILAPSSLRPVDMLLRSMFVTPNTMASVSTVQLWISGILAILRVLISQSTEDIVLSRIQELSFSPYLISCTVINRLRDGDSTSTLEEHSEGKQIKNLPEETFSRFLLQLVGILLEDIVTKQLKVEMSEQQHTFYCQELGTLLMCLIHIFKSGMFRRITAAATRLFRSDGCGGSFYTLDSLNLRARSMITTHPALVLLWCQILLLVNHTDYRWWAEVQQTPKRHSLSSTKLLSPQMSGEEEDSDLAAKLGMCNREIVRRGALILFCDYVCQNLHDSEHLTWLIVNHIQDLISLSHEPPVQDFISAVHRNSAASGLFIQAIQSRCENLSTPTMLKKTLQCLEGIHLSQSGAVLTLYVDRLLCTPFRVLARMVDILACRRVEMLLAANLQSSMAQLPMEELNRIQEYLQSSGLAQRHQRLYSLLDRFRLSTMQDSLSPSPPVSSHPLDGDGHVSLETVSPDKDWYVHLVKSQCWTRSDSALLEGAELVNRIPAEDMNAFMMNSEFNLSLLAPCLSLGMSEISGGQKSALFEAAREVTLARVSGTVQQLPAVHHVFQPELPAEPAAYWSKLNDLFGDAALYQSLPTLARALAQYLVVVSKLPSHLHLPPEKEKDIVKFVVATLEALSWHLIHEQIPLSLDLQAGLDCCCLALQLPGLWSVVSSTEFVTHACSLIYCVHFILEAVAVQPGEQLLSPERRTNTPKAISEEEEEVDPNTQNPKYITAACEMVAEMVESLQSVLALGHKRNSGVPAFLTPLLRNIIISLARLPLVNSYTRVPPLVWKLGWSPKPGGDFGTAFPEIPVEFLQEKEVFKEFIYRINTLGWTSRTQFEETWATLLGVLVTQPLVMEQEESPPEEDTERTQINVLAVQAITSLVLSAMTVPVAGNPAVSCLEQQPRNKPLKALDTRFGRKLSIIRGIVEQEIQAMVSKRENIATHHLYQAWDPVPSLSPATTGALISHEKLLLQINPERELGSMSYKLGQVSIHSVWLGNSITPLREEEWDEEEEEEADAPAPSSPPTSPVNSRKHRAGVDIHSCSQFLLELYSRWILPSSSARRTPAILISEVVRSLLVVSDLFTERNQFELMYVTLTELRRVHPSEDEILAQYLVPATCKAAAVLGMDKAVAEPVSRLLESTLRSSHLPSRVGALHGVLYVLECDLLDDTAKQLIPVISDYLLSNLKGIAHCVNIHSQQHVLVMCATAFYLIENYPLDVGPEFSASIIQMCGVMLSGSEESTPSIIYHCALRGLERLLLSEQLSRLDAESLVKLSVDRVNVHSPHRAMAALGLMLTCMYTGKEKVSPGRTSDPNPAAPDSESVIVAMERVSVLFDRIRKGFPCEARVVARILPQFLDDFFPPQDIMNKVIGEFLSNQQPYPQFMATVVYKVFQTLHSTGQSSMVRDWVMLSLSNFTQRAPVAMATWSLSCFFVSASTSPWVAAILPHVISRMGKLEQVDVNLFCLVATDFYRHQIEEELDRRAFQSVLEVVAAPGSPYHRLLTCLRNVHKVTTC
Active calls of the source: *; / = no result given; & = joins results of further samples. No stated cut-off is given here; in the data, active means inhibition above about 50%; inactive means the rest.

[1] O=C(NCCN1CCCC1)c1ccc(CS(=O)(=O)Cc2ccccc2Cl)o1
[2] Cc1ccc(N2CCN(C(=O)c3sc(Nc4ccc(F)cn4)nc3C)CC2)cc1
[3] CCCCOc1ccc(CSc2nnc(C)n2N)cc1[N+](=O)[O-]
[4] COc1ccc(CCNC(=O)NCC(O)c2cccc3ccccc23)cc1 (stereo not drawn)
[5] COc1cc(NC(=O)c2ccc(I)cc2)c(OC)cc1Cl
[6] Cc1c(Cl)cccc1NC(=O)CCN1CCCC1
[7] Cn1nc(-c2nc(C3CC3)no2)c2c1CCN(C(=O)NC1CCCCC1)C2
[8] O=C(Nc1nnc(Cc2ccc(Cl)cc2)s1)c1cccnc1

compound no.,1,2,3,4,5,6,7,8
Pf apPOL block,-17.6,-5.6,-15.9,-5.0,-1.0,-11.1,-1.4,-1.1
mHTT-CaM PPI inh,1.0,78.2*,11.0,-16.3,-12.6,-4.7,7.2,-3.0

[9] Cc1ccc2c(c1)N(c1ccc(C)c(C)c1)C=C(C#N)S2(=O)=O
[10] COc1ccc(CCNC(=O)c2ccc3c(c2)ncn3-c2ccc(F)cc2F)cc1OC
[11] Cc1ccc(S(=O)(=O)N2CCC(CCNC(=O)Nc3ccc(F)cc3F)CC2)cc1
[12] CCN1C(=O)CCc2cc(NC(=O)Cc3cccs3)ccc21
[13] c1cn(CCCNc2ncnc3sc4c(c23)CCC4)cn1
[14] C=CCNC(=O)C(=O)Nc1ccccc1CC
[15] O=S(=O)(NCC(O)(c1ccccc1)C(F)(F)F)c1ccc(Cl)s1 (stereo not drawn)
[16] CC(C)c1ccc(NC(=O)Cn2c(=O)oc3cccnc32)cc1

compound no.,9,10,11,12,13,14,15,16
Pf apPOL block,-1.3,-5.0,6.2,-12.1,3.7,-11.4,-5.7,-0.4
mHTT-CaM PPI inh,-2.4,12.0,38.2,2.7,-0.9,-8.3,-12.7,/

[17] O=C(Nc1ccc(Br)cc1)N1CCc2nc[nH]c2C1
[18] Cc1ccc(F)c(N2CCN(S(=O)(=O)c3ccccc3)C(C)C2=O)c1 (stereo not drawn)
[19] Cc1ccc(-c2nnc(N3CCC(C(=O)N4CCN(c5ccccn5)CC4)CC3)o2)cc1
[20] COc1ccccc1N1C(=O)CC(N2CCN(c3ncccn3)CC2)C1=O (stereo not drawn)
[21] COc1ccccc1CN1CCN(C(=O)c2nc(C(C)C)oc2C)CC1
[22] COc1ccc(OC)c(NC(=O)CSc2nc3ccc([N+](=O)[O-])cc3s2)c1
[23] CC(C)Sc1ccc(C(=O)Nc2ccc([N+](=O)[O-])cc2)cc1
[24] c1ccc2c3c([nH]c2c1)CN(Cc1ccsc1)CC3

compound no.,17,18,19,20,21,22,23,24
Pf apPOL block,-2.9,-0.3,-1.1,11.9,0.7,-2.7,1.6,-3.2
mHTT-CaM PPI inh,0.9,-4.3,11.3,-3.9,1.0,-2.6,3.3,15.0

[25] COc1ccc(C)cc1NC(=O)C1CCCN(c2ncnc3c2nc2n3CCCCC2)C1 (stereo not drawn)
[26] COc1cc([N+](=O)[O-])cc2cc(C(=O)NCC3CCCO3)c(=O)oc12 (stereo not drawn)
[27] CCCNC(=O)c1c[nH]c2ccc(S(=O)(=O)N(C)c3c(C)cccc3C)cc2c1=O
[28] O=S1(=O)c2ccc(N3CC[C@@H](O)C3)cc2O[C@H]2CCN1C2
[29] COc1ccc(OC)c(-c2cc(C(=O)NCCSc3nncn3C)n(C)n2)c1
[30] CC1CCN(c2ccc(N)cc2)CC1
[31] O=C1OC(c2ccc(Br)cc2)=N/C1=C\C=C\c1ccccc1
[32] CC(C)(C)c1ccc(-c2nc3cc(N)ccc3o2)cc1

compound no.,25,26,27,28,29,30,31,32
Pf apPOL block,-0.7,-7.7,-13.4,-5.8,-3.2,0.4,0.3,-7.4
mHTT-CaM PPI inh,-0.6,-3.8,5.0,-7.7,-8.1,79.6*,9.0,27.0

[33] Cc1ccc(NC(=O)c2cccc(Cl)c2Cl)cc1C
[34] CCOc1cccc2sc(NC(=O)c3ccc(OC(C)C)cc3)nc12
[35] CCN1C(=O)Cc2ccccc2C1C(=O)NCc1cccc(OC)c1 (stereo not drawn)
[36] N#CC1=C(N)Oc2n[nH]c(-c3cccc([N+](=O)[O-])c3)c2C1c1ccc(O)cc1 (stereo not drawn)
[37] COc1ccccc1NC(=O)N1CCc2[nH]cnc2C1c1ccccn1 (stereo not drawn)
[38] O=C(NC1CC2CC1N(C(=O)Cc1cccs1)C2)c1ccccc1 (stereo not drawn)
[39] Cc1cccc(NC(=O)c2cc(S(=O)(=O)NCc3ccccc3Cl)ccc2F)c1C
[40] Cc1nn(CCCC(=O)NCc2cccs2)c(C)c1[N+](=O)[O-]

compound no.,33,34,35,36,37,38,39,40
Pf apPOL block,-169.6,-5.6,1.0,6.7,-3.5,4.2,-5.9,-1.8
mHTT-CaM PPI inh,-8.7,-11.0,2.8,14.3,36.4,3.0,7.0,0.0

[41] CN(Cc1ccccc1)Cc1nnc(-c2ccccc2)o1
[42] CC1CCC2(CC1)N=C(c1ccccc1)C(=O)N2CC(=O)Nc1cccc(Cl)c1 (stereo not drawn)
[43] O=C(CCCCCN1C(=O)C(=C2SC(=S)N(CCCCCC(=O)N3CCOCC3)C2=O)SC1=S)N1CCOCC1
[44] CC(C)(C)c1ccc(-c2nc(=S)[nH][nH]2)cc1
[45] COCCCNC(=O)c1ccc2c(c1)N(Cc1c(F)cccc1Cl)C(=O)CS2
[46] Cc1ccc(OCC(O)CN(C)C2CCCCC2)cc1 (stereo not drawn)
[47] CC1(C)CC(=O)C2=C(C1)Nc1nc(SCc3ccccc3F)[nH]c(=O)c1C2c1cccc(O)c1 (stereo not drawn)
[48] COc1cccc(-c2oc3c(c2C(=O)OCCN2CCCCC2)C(O)CCC3)c1 (stereo not drawn)

compound no.,41,42,43,44,45,46,47,48
Pf apPOL block,-3.3,-6.2,6.3,-10.4,-11.1,-1.7,-4.4,-5.9
mHTT-CaM PPI inh,-16.5,70.0*,9.9,/,1.0,-4.2,26.0,0.0

[49] CCOc1ccccc1N1C(=O)NC2CC1(C)Oc1ccc(Br)cc12 (stereo not drawn)
[50] COc1ccc(N2CC(c3nnc(NC(=O)c4ccc(F)cc4)o3)CC2=O)cc1 (stereo not drawn)
[51] Cc1ccccc1-n1nc2c(c1NC(=O)c1c(F)cccc1Cl)CSC2
[52] O=C(CSCc1ccccc1Cl)Nc1ccc(F)cc1
[53] Cc1ccsc1C=C(C#N)c1nc(-c2cc3ccccc3oc2=O)cs1
[54] O=C(Nc1ccccc1OC(F)F)c1ccc(S(=O)(=O)N2CCOCC2)cc1
[55] O=C(O)COc1ccc(/C=C2\C(=O)NC(=O)N(c3ccccc3)C2=O)cc1Br
[56] Cc1cccc(C2N(c3ccc(F)cc3)C(=O)C3CCCN32)c1 (stereo not drawn)

compound no.,49,50,51,52,53,54,55,56
Pf apPOL block,9.0,-1.9,30.4,6.5,-8.4,-4.7,0.5,0.0
mHTT-CaM PPI inh,13.0,25.6,22.0,-18.9,-2.1,-8.1,9.0,4.1

[57] COc1ccc2[nH]c(C(=O)Nc3ccccc3)cc2c1
[58] COc1ccc(OC)c2sc(NC(=O)c3cccc(N4C(=O)CCC4=O)c3)nc12
[59] CC(C)c1ccc(Nc2ncc(C(=O)OCc3ccco3)c(C(F)(F)F)n2)cc1
[60] Cc1ccccc1Cn1cc(NC(=O)c2cc(-c3ccc(Cl)c(Cl)c3)on2)cn1
[61] CCSc1nnc(-c2ccc(OC)cc2)c2ccccc12
[62] CC(=O)c1sc(SCCS(=O)(=O)c2ccc(C)cc2)c2c1CC(C)(C)CC2=O
[63] O=C(NCc1ccccc1)N1CCCC1c1ccccc1F (stereo not drawn)
[64] c1ccc(-n2cnnc2C2CCN(Cc3cccnc3)CC2)cc1

compound no.,57,58,59,60,61,62,63,64
Pf apPOL block,0.7,-3.4,2.0,3.2,6.6,0.7,-4.4,1.3
mHTT-CaM PPI inh,3.9,-9.6,/,1.0,-6.1,/,-5.2,2.8

[65] CCCC(C)C(=O)Nc1cccc(NC(C)=O)c1 (stereo not drawn)
[66] O=C(NCc1ccc(Cl)cc1)N1CCCC(c2nnc(-c3ccc4c(c3)OCO4)o2)C1 (stereo not drawn)
[67] O=C1CSC(c2ccc(Br)cc2)N1c1ccc(F)cc1 (stereo not drawn)
[68] O=C(NCc1sccc1CSc1ccc(Cl)cc1)Nc1cccc(C(F)(F)F)c1
[69] CC1=C(C(=O)Nc2ccccc2F)C(c2ccc(Cl)cc2Cl)C2=C(CCCC2=O)N1 (stereo not drawn)
[70] CCc1ccc(CNC(=O)CC2CCN(C(=O)c3ccccc3)CC2)cc1
[71] CCCCCCC#Cc1cncc(NC(=O)N2CCN(c3ccccc3)CC2)c1
[72] N#CC1=C(N)Oc2n[nH]c(-c3ccc(F)cc3)c2C12C(=O)N(CC(=O)O)c1ccccc12 (stereo not drawn)

compound no.,65,66,67,68,69,70,71,72
Pf apPOL block,-11.3,-13.4,1.2,-4.6,-1.7,-3.1,5.6,6.0
mHTT-CaM PPI inh,-1.1,8.8,-3.0,/,-1.0,2.3,/,8.0

[73] O=C(Nc1cccc(F)c1)C(=O)c1c(O)[nH]c2ccccc12
[74] O=C(Nc1cccc(F)c1)c1ccc(Cn2cncn2)cc1
[75] COc1cccc(NC(=O)CN(c2ccc(F)cc2)S(C)(=O)=O)c1
[76] Oc1ccc(Cl)c(C=NCC2COc3ccccc3O2)c1 (stereo not drawn)
[77] c1ccc(N=c2scc(-c3ccccc3)n2Cc2cccnc2)cc1
[78] COc1ccc(NC(=O)N2CCC3(CC2)NC(=O)c2ccccc2N3C)c(C)c1
[79] O=[N+]([O-])c1ccc(Sc2nccc(-c3cccnc3)n2)c([N+](=O)[O-])c1
[80] CC(C)C(=O)N(C)c1nnc(C23CC4CC(CC(C4)C2)C3)s1

compound no.,73,74,75,76,77,78,79,80
Pf apPOL block,-6.3,-4.7,-30.2,14.1,1.1,-4.4,3.8&-3.9,0.0
mHTT-CaM PPI inh,6.0,-2.8,0.0,27.0,29.0,0.2,/,-2.1

[81] COC(CN(C)C(C(=O)NC1CCCCC1)c1cc2c(cc1[N+](=O)[O-])OCO2)OC (stereo not drawn)
[82] COCC(=O)Nc1ccc([N+](=O)[O-])cc1C
[83] Cc1ccc(NCN2C(=O)C3CC=CCC3C2=O)cc1 (stereo not drawn)
[84] Cc1c(Cl)cccc1N1C(=O)C2C(c3ccccc3)OC3(C(=O)c4ccccc4C3=O)C2C1=O (stereo not drawn)
[85] COc1cccc(C2C3=C(CCCC3=O)Nc3nc(SCc4ccccc4Cl)nn32)c1 (stereo not drawn)
[86] COc1ccc(OC)c(C=C2Oc3c(CN4CCCC4)c(O)cc(C)c3C2=O)c1
[87] CCCN1C(=O)CCc2cc(NC(=O)c3ccc4c(c3)OCO4)ccc21
[88] COC(=O)CSc1cc(C)nc2ccccc12

compound no.,81,82,83,84,85,86,87,88
Pf apPOL block,-2.3,-17.5,4.3,10.7,-0.1,-4.6,-18.2,-8.2
mHTT-CaM PPI inh,5.0,3.6,-1.0,11.0,-5.0,15.6,1.3,/

[89] C1=CC2CC1CC2CN1CCN(c2ccccc2)CC1 (stereo not drawn)
[90] O=C1S/C(=C\c2ccccc2F)C(=O)N1c1ccccc1
[91] Cc1nn(C)c(C)c1CCN(C)c1nc(C2CC2)nc2c1CCC2
[92] O=C1NC(=S)SC1=Cc1cc([N+](=O)[O-])ccc1Sc1ccc(C(F)(F)F)cn1
[93] CCN(CC)C(=O)C12CC3CC(C1)CC(C(=O)N(CC)CC)(C3)C2
[94] COc1ccccc1C1Nc2ccc3ncccc3c2C2=C1C(=O)CCC2 (stereo not drawn)
[95] COc1cccc(NC(=O)Nc2nnc(CCc3ccccc3)s2)c1
[96] COc1cccc(CN2C(=O)CCC2(C)C(=O)NC2CCCC2)c1OC (stereo not drawn)

compound no.,89,90,91,92,93,94,95,96
Pf apPOL block,-0.5,3.5,-3.8,5.1,-5.5,-4.5&0.1,-4.4,-0.1
mHTT-CaM PPI inh,8.4,-6.0,-2.6,/,0.3,1.0&1.0,-4.2,0.9

Arranged by molecular weight (low to high): 11 of the compounds above
[89] C1=CC2CC1CC2CN1CCN(c2ccccc2)CC1 (stereo not drawn)
[83] Cc1ccc(NCN2C(=O)C3CC=CCC3C2=O)cc1 (stereo not drawn)
[91] Cc1nn(C)c(C)c1CCN(C)c1nc(C2CC2)nc2c1CCC2
[93] CCN(CC)C(=O)C12CC3CC(C1)CC(C(=O)N(CC)CC)(C3)C2
[87] CCCN1C(=O)CCc2cc(NC(=O)c3ccc4c(c3)OCO4)ccc21
[95] COc1cccc(NC(=O)Nc2nnc(CCc3ccccc3)s2)c1
[94] COc1ccccc1C1Nc2ccc3ncccc3c2C2=C1C(=O)CCC2 (stereo not drawn)
[96] COc1cccc(CN2C(=O)CCC2(C)C(=O)NC2CCCC2)c1OC (stereo not drawn)
[86] COc1ccc(OC)c(C=C2Oc3c(CN4CCCC4)c(O)cc(C)c3C2=O)c1
[85] COc1cccc(C2C3=C(CCCC3=O)Nc3nc(SCc4ccccc4Cl)nn32)c1 (stereo not drawn)

compound no.,89,83,91,93,87,95,94,96,86,85
Pf apPOL block,-0.5,4.3,-3.8,-5.5,-18.2,-4.4,-4.5&0.1,-0.1,-4.6,-0.1
mHTT-CaM PPI inh,8.4,-1.0,-2.6,0.3,1.3,-4.2,1.0&1.0,0.9,15.6,-5.0

[84] Cc1c(Cl)cccc1N1C(=O)C2C(c3ccccc3)OC3(C(=O)c4ccccc4C3=O)C2C1=O (stereo not drawn)

compound no.,84
Pf apPOL block,10.7
mHTT-CaM PPI inh,11.0
